Compound activity (PubChem BioAssay)
AID inhibitor = inhibitors of human activation induced cytidine deaminase; AID deamination FRET fluorescence, UDG-coupled, 4 h; Potency, µM (titrated, usually from 115 µM), for inactives: at the highest dose activity change, negative = inhibition, hits mostly inhibitors; 91,000 compounds, 0.32% hits; note: nearly all actives have a fitted effect of over 25% in size
Target sequence (Q9GZX7 whole entry, looked up): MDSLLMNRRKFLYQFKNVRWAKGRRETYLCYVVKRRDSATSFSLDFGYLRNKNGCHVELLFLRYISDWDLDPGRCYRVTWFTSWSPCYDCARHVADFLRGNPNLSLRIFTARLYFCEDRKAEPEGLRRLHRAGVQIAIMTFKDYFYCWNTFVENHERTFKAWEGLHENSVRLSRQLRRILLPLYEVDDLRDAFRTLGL
UDG counterscr = counter-screen for AID inhibitors: uracil-DNA glycosylase inhibition; FRET deamination/UDG coupled assay, UDG read, 4 h; Potency, µM (series often up to 115 µM), without a hit: at the top dose activity change, negative = inhibition, most hits filed as inhibitors; 91,000 compounds, 0.14% hits; AID 1347430; note: nearly all actives have a fitted effect of over 65% in size
An asterisk follows results filed as active; ? = inconclusive; [ ] = another dose, or the depositor's remark. Calls come from the whole dose curve; as a rule, active = well fitted curve in the direction sought with a large enough effect; inconclusive = small, poorly fitted or top-dose-only effect, or another doubt; inactive = no such curve, though single readings can be large; an effect the other way counts as inactive or inconclusive. % is set by controls: 0 for no effect and ±100 for the full control effect; potency is the fitted concentration of half-maximal effect. Only part of the results is shown; the hit share may differ from the screen's.

smiles,AID inhibitor,UDG counterscr
CC1CCN(S(=O)(=O)c2ccc3c(c2)CCN3C(=O)Nc2ccc(Br)cc2F)CC1,5%,-9%
O=C(CN1C=NS(=O)(=O)c2ccccc21)Nc1ccccc1F,-4%,10%
O=C(CCN=C1NS(=O)(=O)c2ccccc21)NCCc1ccccn1,2%,8%
Cc1ccccc1CNC(=O)c1ccc(Nc2cc(-c3ccc(F)cc3)ncn2)cc1,-6%,11%
COc1ccc(CCNc2nc(-c3ccccc3)cs2)cc1OC,-9%,-7%
C(#CCN1CCN(C(c2ccccc2)c2ccccc2)CC1)COCCOCc1ccccc1,-16%,-12%
O=C(Nc1ccc(Cc2ccncc2)cc1)Nc1ccc(F)cc1F,-5%,11%
COc1cc2oc(=O)c(CC(=O)NCc3ccc(OC)c(OC)c3)c(C)c2cc1Cl,6%,-8%
O=C(/C=C/c1ccccc1Cl)c1cc(Br)ccc1O,?,1%
COc1ccc(CCNC(=O)c2cc(=O)[nH]c3ccc(S(=O)(=O)N4CCCCC4)cc23)cc1OC,7%,8%
O=C(NCc1cccc(Cl)c1)C1CCN(c2nn3cc(-c4ccc(F)cc4)nc3s2)CC1,-5%,6%
O=C(NC1CC(=O)N(c2ccc(Cl)cc2)C1)c1cc2ccccc2o1 (stereo not drawn),8%,-5%
Cc1cc(NC2CCCCC2)c2ccccc2n1,-1%,-7%
Oc1ccc(-c2nc(-c3ccccc3)c(-c3ccc(Br)cc3)[nH]2)cc1,7%,9%
COc1ccccc1N1CCN(S(=O)(=O)c2cc(-c3cc(C)no3)ccc2C)CC1,-17%,19%
COC(=O)c1sccc1S(=O)(=O)N(CC(=O)NCc1ccc(F)cc1)c1ccc(Cl)cc1,10%,45%[activator]
Cc1cccc(OC(=O)c2ccccc2I)c1C,-1%,2%
Cn1c(NCc2ccc3c(c2)OCO3)nc2c1c(=O)n(Cc1ccccc1Cl)c(=O)n2C,-6%,-4%
COc1ccc(OCC(=O)Nc2nc(-c3ccc(Br)o3)ns2)cc1,13%,-1%
Cc1nc(/C=C/c2ccc(Cl)cc2)sc1C(=O)O,-12%,2%
Cn1nnc2c(NCCc3ccccc3)ncnc21,-26%,-9%
Cc1ccc(-c2n[nH]c(-c3ccc(C)cc3)c2C)cc1,-5%,-2%
Ic1cn[nH]c1,0%,-2%
O=C(COC(=O)c1nc(-c2ccccc2)n(-c2ccccc2)n1)Nc1cccc(Cl)c1,-11%,-11%
COc1ccccc1C(=O)Nc1c(C(=O)N2CCN(c3ccccc3F)CC2)oc2ccccc12,?,-16%
COc1cc(NC(=O)C(=O)NC(C)C)ccc1N1CCCCS1(=O)=O,-1%,-3%
Cn1c(=O)c2c(nc(Oc3ccc4c(c3)OCO4)n2Cc2cccc(F)c2)n(C)c1=O,-1%,4%
COC(=O)C(C)NC(=O)N1CCN(c2nnc(C)c3c(C)n(-c4ccc(Cl)cc4)nc23)CC1 (stereo not drawn),0%,17%
COc1ccc2[nH]c(C(=O)NCc3ccco3)cc2c1OC,0%,-4%
Cc1ccc(C)c(C(=O)c2cc3ccccc3o2)c1,-8%,-6%

Compounds shown so far that contain bromine, in the order listed:
smiles,AID inhibitor,UDG counterscr
CC1CCN(S(=O)(=O)c2ccc3c(c2)CCN3C(=O)Nc2ccc(Br)cc2F)CC1,5%,-9%
O=C(/C=C/c1ccccc1Cl)c1cc(Br)ccc1O,?,1%
Oc1ccc(-c2nc(-c3ccccc3)c(-c3ccc(Br)cc3)[nH]2)cc1,7%,9%
COc1ccc(OCC(=O)Nc2nc(-c3ccc(Br)o3)ns2)cc1,13%,-1%

Carrying on.
smiles,AID inhibitor,UDG counterscr
C[C@H]1CC(=O)[C@@]23COC4OC(c5ccoc5)CC41[C@@H]2CCCC31CO1 (stereo partly drawn),-2%,-2%
CC(C)=CC(=O)NCCc1cccs1,-2%,-4%
CCC(C)(C)NC(=O)C1CCC(CNS(=O)(=O)c2ccc3c(c2)CC(C)N3C(C)=O)CC1 (stereo not drawn),8%,-2%
O=C(CSc1nnc(-c2cccc(F)c2)c(-c2cccc(F)c2)n1)NC1CCCCC1,11%,0%
CC(=O)c1cc(-c2ccccc2)n(CCC(=O)Nc2ccc(C(C)C)cc2)c1C,?,31%[activator]
O=C(CN1C(=O)CCSc2ccc(S(=O)(=O)N3CCCC3)cc21)Nc1ccccc1,0%,-1%
O=C(NCc1cccc(F)c1)c1ccc2nc(N3CCCCC3)sc2c1,3%,-1%
O=C(CCc1ncc(-c2ccccc2)o1)Nc1ccn[nH]1,1%,5%
COc1cc(C(=O)N2CCc3c([nH]c4ccccc34)C2c2ccccc2)cc(OC)c1OC (stereo not drawn),-9%,-13%[57.5 µM]
CC(=O)c1ccc(NC(=O)c2cc3sccc3n2Cc2ccc(F)cc2)cc1,-1%,-7%
O=C(Cn1nc(N2CCN(c3ccccc3)CC2)ccc1=O)Nc1ccc(F)cc1F,1%,-17%[57.5 µM]
COc1ccc(NC(=O)c2ccc(-c3ccc(-c4noc(C)n4)cc3C)cc2)cc1N1CCN(C)CC1,-22%,-3%
CC(C)Cn1cc(NC(=O)NCc2ccccc2)c2ccccc2c1=O,-11%,-10%
C=CCN(Cc1ccc(OC)cc1)C(=O)Cc1nn(C)c(=O)c2ccccc12,-12%,-8%
O=C(CSc1nccn1Cc1ccccc1)Nc1nc2ccccc2s1,-10%,2%
COc1ccc(CNC(=O)N2CCN(S(=O)(=O)c3ccc(Cl)c(Cl)c3)CC2)cn1,-2%,7%
Cc1ccsc1C(=O)Nc1ccccc1Cc1ccccc1,-8%,-3%
COC(=O)C(C)N1C(=O)S/C(=C/c2cccn2C)C1=O (stereo not drawn),-1%,-2%
O=C1CCCCC1Sc1nc2cc(Cl)ccc2s1 (stereo not drawn),19%,4%
CCS(=O)(=O)N(C)CCCNC(=O)c1cn(C)c2ccccc12,1%,-2%
COc1ccccc1NC(=O)N1CC=C(c2c[nH]c3ccccc23)CC1,56%[activator],-5%
NC(=O)NC(=O)C(Cl)c1ccccc1 (stereo not drawn),1%,9%
CCOC(=O)C1=C(CNCc2ccc(Cl)cc2)NC(=O)NC1c1ccccc1 (stereo not drawn),-25%,-20%
Cc1ccc2c(c1)c(=O)c(C(=O)c1ccncc1)cn2CC(=O)Nc1ccc(C(C)C)cc1,18%,-1%
CC(C)(C)c1ccc(/C=C/C(=O)Nc2ccc3c(c2)OCCO3)cc1,-29%,-20%
Cc1ccc(C(=O)CSc2nc3ccccc3c(=O)[nH]2)c(C)c1,-2%,3%
CCOc1ccccc1C(=O)NC1(C(F)(F)F)NC(=O)N(CCc2ccc(OC)c(OC)c2)C1=O (stereo not drawn),21%,19%
Cc1cc(Cl)ccc1Nc1ncnc2onc(C)c12,1%,7%
Cc1ccccc1C(=O)NC1(C(F)(F)F)C(=O)Nc2c1c(=O)[nH]c(=O)n2-c1ccc(F)cc1 (stereo not drawn),8%,-5%
COc1ccc(-c2cc(C(C)=O)c(C)n2CCC(=O)NCc2ccc(C)cc2)cc1,2%,-6%
COc1ccccc1C(=O)NC1CCC(C)CC1 (stereo not drawn),-19%,-12%
OCc1cc(C(O)CNCCCCCCOCCCCc2ccccc2)ccc1O (stereo not drawn),-8%,0%
COc1ccccc1NC(=O)c1cc(=O)c2ccc(C)c(C)c2o1,7%[57.5 µM],-3%[57.5 µM]
Cc1ccc(Cl)cc1N1CCN(CCCNC(=O)Cn2ncc3c([nH]c4ccccc43)c2=O)CC1,16%,-15%[57.5 µM]
Cc1nc2c(-c3ccc(F)cc3)c(C)nn2c(C)c1CCC(=O)N1CCN(c2ccc(F)cc2)CC1,?,-13%
CCc1ccccc1NC(=O)Nc1nnc(N(C)Cc2ccccc2)s1,-29%,-21%
CCOC(=O)c1c(NC(=O)c2cc(-c3cccc(Cl)c3)on2)sc(C)c1C,-4%,?
Cc1ccc(-c2cnc(CCC(=O)NC(C)c3ccco3)o2)cc1 (stereo not drawn),-8%,-9%
CCNC(=S)NCCc1ccc(Cl)cc1,1%,-2%
CCOC(=O)c1[nH]c2ccccc2c1NC(=O)c1ccccc1F,-14%,-12%
Cc1n[nH]c(C)c1S(=O)(=O)Nc1ncn(Cc2ccc(Cl)c(Cl)c2)n1,10%,9%
CCCN(CCC)CCCNC(=O)Cn1cnc2sc(C)c(S(=O)(=O)N3CCCCC3)c2c1=O,?,-9%
CCc1ccc(-c2nn(CC(=O)Nc3ccccc3C)c3c2cnc2ccc(C)cc23)cc1,-17%,-18%
CCOC(=O)c1c(C)c(-c2ccccc2)n(CC(=O)NCCc2ccc(C)cc2)c1C,5%,4%
Cc1ccc(C(=O)/C=C/c2ccc(C#N)cc2)o1,-3%,-5%

The listing continues.
Value order: AID inhibitor | UDG counterscr
- O=C(O)/C=C/c1ccc(-c2ccccc2F)o1
 : 0% | -4%
- COc1ccccc1NC(=O)C1CCC(CNS(=O)(=O)c2ccc3c(c2)CC(C)N3C(C)=O)CC1 (stereo not drawn)
 : -9% | 0%
- CCc1ccc(-n2nc(CO)c(C(=O)NC)n2)cc1
 : 8% | 8%[57.5 µM]
- O=C(CN1C(=O)C2(SCC(=O)N2c2ccccc2)c2ccccc21)NCc1ccccc1Cl (stereo not drawn)
 : 37%[activator] | 2%
- CC(C)(C)c1ccc(-c2nnc3sc(COc4ccccc4)nn23)cc1
 : -15% | -14%
- CCOc1ccc(NC(=O)Cn2nc(C(=O)O)c3ccccc3c2=O)cc1
 : -9% | -3%
- C=CCc1ccccc1OCc1nc2ccccc2n1CC
 : ? | 2%
- Cc1ccccc1CNC(=O)C1CCCCN1S(=O)(=O)c1ccc(F)cc1 (stereo not drawn)
 : -3% | 7%
- O=C(Nc1nc(-c2ccccc2)cs1)c1ccc(Cl)c(N2CCCC2=O)c1
 : -5% | -6%
- COc1ccc(Cl)cc1NS(=O)(=O)c1cc(-c2cc(C(F)(F)F)on2)ccc1OC
 : -7% | 7%

Part of the list above, field by field:
> O=C(COC(=O)c1nc(-c2ccccc2)n(-c2ccccc2)n1)Nc1cccc(Cl)c1
  AID inhibitor = -11%	UDG counterscr = -11%

> Cc1cccc(OC(=O)c2ccccc2I)c1C
  AID inhibitor = -1%	UDG counterscr = 2%

> Cc1ccc(Cl)cc1N1CCN(CCCNC(=O)Cn2ncc3c([nH]c4ccccc43)c2=O)CC1
  AID inhibitor = 16%	UDG counterscr = -15%[57.5 µM]

Continuation:
Value order: AID inhibitor | UDG counterscr
- Cc1ccc(C(=O)NC2=C(C#N)CCC2)cc1
 : -10% | -5%
- Cc1ccc(S(=O)(=O)CC(=O)Nc2sc3c(c2C#N)CCCCC3)cc1
 : 36%[activator] | -13%
- Cc1ccc(-n2c(=O)c3c(c4cc(C)ccc4n3C)n(CC(=O)N3CCCC3)c2=O)cc1
 : 9% | 3%[57.5 µM]
- Cc1cc(=O)n(C(C)C(=O)NCc2ccccc2Cl)c2c1c(C)nn2-c1ccccc1 (stereo not drawn)
 : 0% | -23%
- CCn1c(C(=O)NCc2ccc(OC)cc2)cc2sc(Cl)cc21
 : -2% | -11%
- CC(C)(C)OC(=O)N1CCC(c2c(C(=O)N3CCC(c4ccccc4)C3)cnn2-c2ccc(Cl)cc2)CC1 (stereo not drawn)
 : 40µM* | ?
- COc1ccc(C(=O)Nc2ccc(N(C)Cc3ccccc3)c(C(=O)O)c2)cc1
 : 5% | -8%
- Cc1ccc(CCNC(=O)CCCc2nnc3n(C)c(=O)c4sccc4n23)cc1
 : 49%[activator] | 5%
- CCCCc1ccc(C(=O)NC(Cc2ccccc2)C(=O)O)cc1 (stereo not drawn)
 : -9% | -8%
- CCOc1ccccc1NC(=O)c1c(NCc2sccc2C)sc2c1CCC(C)C2 (stereo not drawn)
 : 2% | -9%
- Cc1ccc(CNC(=O)C23CCC(=O)N2CCS3)cc1 (stereo not drawn)
 : 11% | 0%
- COc1ccc(C(=O)COC(=O)Cc2coc3cc4c(cc23)CCC4)cc1OC
 : ? | -16%
- COc1ccc2[nH]cc(CCNC(=O)Nc3ccc(F)cc3)c2c1
 : 5% | -13%[57.5 µM]
- COc1cccc2cc(-c3cc(=O)oc4cc(OCC(=O)OC(C)(C)C)ccc34)c(=O)oc12
 : 8% | 5%
- O=C(Nc1ccc(Br)cn1)Nc1ccc(F)cc1F
 : 9% | 5%
- CC1(C)Cc2c(c(N3CCOCC3)nc3sc4c(NCCc5ccccc5)nnnc4c23)CO1
 : -4% | -4%
- COc1cc(/C=c2\s/c(=C/C(=O)C(C)(C)C)[nH]c2=O)cc(Cl)c1OC
 : -5% | -1%
- CCOC(=O)c1c(NC(=O)c2ccc(OCC)c(Br)c2)sc2c1CCCC2
 : -21%[57.5 µM] | -5%[57.5 µM]
- CCc1nc(NC(=O)c2nc(-c3ccccc3)oc2C)sc1C
 : 23% | 11%
- Cc1nc2cc(NC(=O)C(C)Oc3ccc(Br)cc3)ccc2o1 (stereo not drawn)
 : 7% | 3%
- Cc1ccccc1-c1noc(-c2ccc(N3CCOCC3)c([N+](=O)[O-])c2)n1
 : 0% | -11%
- COc1ccc(-c2nc(COc3ccc(F)c(Cl)c3)co2)cc1
 : -5% | -2%
- COc1ccc(OC)c([C@@H]2Nc3ccc(C(=O)O)cc3[C@@H]3C=CC[C@@H]32)c1
 : 34%[activator] | 8%
- O=C(CC1Nc2ccccc2NC1=O)Nc1cccc(C(F)(F)F)c1 (stereo not drawn)
 : 3% | 7%
- O=C(Nc1cc(F)ccc1F)c1ccccc1-c1ccccc1
 : 5% | 0%
- Cc1cccc(Oc2nc(-c3ccncc3)nc3ccccc23)c1C
 : ? | -19%
- COc1ccc(CCN2C(=O)c3[nH]nc(-c4ccccc4O)c3C2c2cccc(OC)c2)cc1 (stereo not drawn)
 : -17% | -9%
- Cn1nnc2c(NCc3ccccc3Cl)ncnc21
 : -18% | -5%
